NALP3 yeast inh – NALP3 inflammasome inhibitors in reconstituted yeast, primary screen, luminescence, uHTS; Yeast reconstituted NLRP3/ASC/caspase-1, beta-gal luminescence, 24 h; inhibition, % at 10 µM; 330,000 tested, 0.39% active; AID 2825, 2010;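 active = inhibition of 50% or more; inactive = inhibition below 50%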;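 note: plate controls were induced DMSO wells for no effect and uninduced yeast grown without galactose for full effect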
mIAP activ – activators of mouse IAP, primary screen, biochemical, luminescence, uHTS | intestinal alkaline phosphatase [Mus musculus] | activation factor at 10 µM | AID 2805, 2010 | muIAP, CDP-Star luminescence, 30 min; hits give high values; 1 = vehicle-only enzyme signal, 0 = enzyme-free wells | 330,000 tested, 0.24% active;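 active = activation factor of at least 2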; note: the source names both 10 and 20 µM as test concentration; values of inactives mirror those of a sister screen read the other way
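Assay system: mouse IAP enzyme; Reagent: CDP-Star chemiluminescent phosphatase substrate; Compound: DMSO-dissolved test compounds; Incubation: 30 min, room temperature; Technique: luminescence from enzymatic CDP-Star hydrolysis; Controls: DMSO-only wells and no-enzyme negative control.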
MIN6 prolif – inducers of MIN6 beta-cell proliferation, primary screen, ATP luminescence, uHTS | MIN6 cells proliferation, ATPlite luminescence, 48 h; cells starved in 0.2% serum; 100% = growth in 10% serum | proliferation, % at 10 µM | 330,000 tested, 0.29% active | AID 2380, 2010;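 active = compounds whose signal lies at least 3.5 SD above the mean of all wells on their plate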;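 note: 0% = DMSO-treated cells in low-serum medium and 100% = 10% serum control; some compounds called inactive have numbers as strong as hits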
APOBEC3G inh – APOBEC3G DNA deaminase inhibitors, primary screen, biochemical, fluorescence, single-stranded DNA substrate, uHTS; recombinant A3G, ssDNA deamination FAM/TAMRA fluorescence; DNA dC->dU-editing enzyme APOBEC-3G (Homo sapiens), Q9HC16; AID 493012, 2011; 330,000 tested, 0.28% active; inhibition, % at 20 µM;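 active = inhibition of at least 40% at 20 µM, with no more than 30% in the related APOBEC3A deaminase screen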;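 note: plate controls were DMSO wells with A3G for no effect and wells lacking A3G enzyme for full effect; some compounds called inactive have numbers as strong as hits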
Target sequence (Q9HC16 whole entry, looked up): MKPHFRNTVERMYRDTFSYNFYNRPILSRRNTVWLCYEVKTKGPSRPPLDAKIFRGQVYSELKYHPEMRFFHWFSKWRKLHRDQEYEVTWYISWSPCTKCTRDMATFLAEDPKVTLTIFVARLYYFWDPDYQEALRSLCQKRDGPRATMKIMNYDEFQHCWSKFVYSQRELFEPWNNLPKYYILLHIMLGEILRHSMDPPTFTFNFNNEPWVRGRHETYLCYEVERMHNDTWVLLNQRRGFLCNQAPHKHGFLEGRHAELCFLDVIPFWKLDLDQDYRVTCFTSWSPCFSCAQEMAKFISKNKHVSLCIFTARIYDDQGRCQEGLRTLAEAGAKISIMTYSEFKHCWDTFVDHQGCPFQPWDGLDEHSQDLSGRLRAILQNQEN
TIM10 inh – growth inhibitors of isogenic TIM10 control yeast, primary screen, counter-screen for tim10-1 yeast inhibitor project, luminescence, uHTS; inhibition, % at 10 µM; 330,000 tested, 1.4% active; AID 463195, 2010; S. cerevisiae TIM10 strain growth, BacTiter-Glo luminescence, 24 h;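 active = inhibition of 40% or more at the single tested concentration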;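 note: wild-type TIM10 isogenic control strain grown at permissive 25 °C; 0% = DMSO yeast wells and 100% = minimal medium wells without yeast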
A3A deaminase – APOBEC3A ssDNA deaminase inhibitors, primary screen, selectivity assay for APOBEC3G inhibitor project, biochemical, FAM/TAMRA oligo cleavage fluorescence. DNA dC->dU-editing enzyme APOBEC-3A (Homo sapiens), P31941. recombinant A3A, FAM/TAMRA ssDNA deamination fluorescence. inhibition, % at 20 µM. 330,000 tested, 0.41% active;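 active = at least 40% inhibition at 20 µM here, with at most 30% in a related deaminase screen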;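 note: plate controls were A3A with DMSO for no effect and wells lacking A3A enzyme for full effect; some results filed as inactive read as strong as hits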
mIAP block – inhibitors of mouse IAP, primary screen, biochemical, luminescence, uHTS. 330,000 tested, 0.2% active. inhibition, % at 10 µM. AID 2806, 2010. intestinal alkaline phosphatase [Mus musculus]. purified mouse IAP, CDP-Star luminescence, 30 min;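 active = inhibition of at least 40% at 10 µM in the primary screen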;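 note: plate controls were DMSO with enzyme for no effect and no enzyme wells for full effect; values of inactives mirror those of a sister screen read the other way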
hIAP inh – human IAP inhibitors, primary screen, biochemical, luminescence, uHTS | Intestinal-type alkaline phosphatase (Homo sapiens), P09923 | purified IAP, CDP-Star luminescence, 30 min | inhibition, % at 10 µM | 330,000 tested, 0.12% active;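 active = inhibition reaching a set limit with compound at 10 µM in the primary screen, cut at about 35% in these data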;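 note: plate controls were DMSO wells with enzyme for no effect and no-enzyme buffer wells for full effect; values of inactives mirror those of a sister screen read the other way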
Target sequence (P09923 whole entry, looked up): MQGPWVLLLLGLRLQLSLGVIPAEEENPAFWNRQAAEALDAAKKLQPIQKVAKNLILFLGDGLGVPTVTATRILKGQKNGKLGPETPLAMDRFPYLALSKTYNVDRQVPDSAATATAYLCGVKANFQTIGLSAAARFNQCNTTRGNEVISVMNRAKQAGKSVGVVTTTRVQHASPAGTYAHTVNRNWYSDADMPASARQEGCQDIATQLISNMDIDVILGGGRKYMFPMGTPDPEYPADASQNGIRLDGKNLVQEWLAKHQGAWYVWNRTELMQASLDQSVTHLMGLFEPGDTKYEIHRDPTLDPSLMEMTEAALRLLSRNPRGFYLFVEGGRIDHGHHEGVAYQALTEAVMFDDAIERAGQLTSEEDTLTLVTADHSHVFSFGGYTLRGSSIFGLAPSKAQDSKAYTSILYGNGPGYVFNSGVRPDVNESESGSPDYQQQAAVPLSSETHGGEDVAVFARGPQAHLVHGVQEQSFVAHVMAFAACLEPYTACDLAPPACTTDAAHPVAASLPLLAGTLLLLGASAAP
tim10-1 inh – growth inhibitors of tim10-1 mutant yeast, primary screen, luminescence, uHTS; S. cerevisiae tim10-1 ts strain growth, BacTiter-Glo, 24 h; AID 463190, 2010; inhibition, % at 20 µM; 330,000 tested, 2.2% active;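 active = inhibition of at least 40%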;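 note: mutant grown at 25 °C; 0% = DMSO wells with yeast and 100% = wells holding no yeast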
* marks the source's active call; other numbers are inactive results.

SMILES	NALP3 yeast inh	mIAP activ	MIN6 prolif	APOBEC3G inh	TIM10 inh	A3A deaminase	mIAP block	hIAP inh	tim10-1 inh
CN(C)c1nc(-c2ccccc2)ns1	0	0.98	-1	-4	3	-1	2	-4	-14
COc1cccc(CC2(CO)CCCN(Cc3ccc(C)s3)C2)c1 (stereo not drawn)	19	0.95	-4	-6	6	1	4	-5	17
COc1ccc(NC(=S)NC(=O)c2ccc3c(c2)OCCO3)cc1	19	0.83	-6	-4	4	-3	17	-14	-5
COc1ccc(OC)c(/C=N/NC2=NS(=O)(=O)c3ccccc32)c1	2	0.92	5	-3	15	0	8	1	-8
COc1cc(OC)cc(C(=O)NNC(=O)c2ccc(S(=O)(=O)N(C)c3ccccc3OC)cc2)c1	15	0.99	-2	-3	9	4	1	-31	2
O=C(c1ccco1)N1C(=O)c2cccc3cccc1c23	1	1.1	-1	-5	26	0	-5	5	29
CCOc1ccc(OCC)c(NC(=O)CCCN2C(=S)NC(C)(C)CC2C)c1 (stereo not drawn)	3	0.8	0	-3	4	-1	20	-8	28
CCOc1ccccc1OCCC(=O)OCC(=O)c1ccc[nH]1	5	0.99	-2	-1	11	2	0	4	4
CC1(OC(=O)CCc2ccccc2)C(=O)C=C2C=C(c3ccc(C#N)cc3)N(Cc3ccco3)C=C2C1=O (stereo not drawn)	20	0.87	-6	1	4	3	13	-8	0
O=C1N/C(=C/c2cccn2-c2ccc(F)cc2)C(=O)N1Cc1ccccc1	9	0.87	3	-6	3	0	13	5	12
Cc1ccc(NC(=O)CSc2nnc(-c3cccs3)n2Cc2ccco2)cc1	18	1	-4	-4	-1	6	-1	-16	11
CN(CC(=O)Nc1ccccc1C(F)(F)F)C(=O)CN1C(=O)C2CCCCC2C1=O (stereo not drawn)	16	1	-2	-8	-8	-1	0	-1	-6
CCCOc1ccc(NC(=O)C2OC3OC(C)(C)OC3C3OC(C)(C)OC23)cc1 (stereo not drawn)	21	0.94	1	-6	-2	-3	6	8	0
Cc1nc(-c2ccc(Cl)cc2)sc1C1(C)CC(c2cccc(Cl)c2)=NO1 (stereo not drawn)	6	0.92	-5	-6	-3	-1	8	17	6
N#Cc1cc2c(nc1SCc1ccccc1)CCCC2=O	6	0.86	-4	0	7	0	14	7	1
Cc1cccc(C2c3[nH]c4ccccc4c3CCN2C(=O)c2cn(C)c3ccccc3c2=O)n1 (stereo not drawn)	9	0.93	-1	-3	8	0	7	-12	22
COc1ccccc1CNC(=O)C(c1ccccc1)c1ccccc1	21	1	-2	-4	-4	-5	-3	-1	-9
N#Cc1c(-c2ccccc2)nc(SCC(=O)NC2CCCCC2)[nH]c1=O	14	0.95	-3	-5	3	-3	5	2	13
CN(C(=O)C1CCCO1)c1nnc(-c2ccncc2)s1 (stereo not drawn)	-11	0.98	-2	-4	-2	-1	2	-11	-3
O=C(CN1C(=O)c2ccccc2C1=O)NCCOc1ccccc1	-2	1	-1	-1	14	-2	0	17	17
Cc1c(Nc2cc(Cl)c3nonc3c2[N+](=O)[O-])c(=O)n(-c2ccccc2)n1C	15	0.93	-5	-4	-8	1	7	9	0
COc1ccc(OC)c(NC(=O)C(=O)N/N=C(\C)CC(=O)Nc2ccc(Cl)cn2)c1	14	0.84	-1	0	3	-4	16	-52	26
CCc1cc(=O)oc2cc(OCC(=O)N(CC)CC)c(Cl)cc12	-4	1.1	0	-2	4	-3	-11	14	0
C#CCNC(=O)C1=C[C@@H](c2ccccc2)C[C@@H](OCc2ccc(CO)cc2)O1	23	0.99	-3	-8	-17	-2	1	-6	-10
COc1ccc(-c2csc(NC(=S)NC(=O)c3cc4ccccc4o3)n2)cc1Br	17	0.87	-4	4	13	-1	13	-26	5
Cc1c(C)n2c(SCC(=O)NC3CCCC3)nnc2[nH]c1=O	8	0.97	-2	-10	-1	-1	3	4	-6
Cc1cccc(C)c1-n1nnnc1C(C)(C)N1CCN(N=O)CC1	-12	1.1	2	-9	2	-5	-10	2	8
O=C(COc1ccc(S(=O)(=O)N2CCCC2)cc1)N1CCCCC1	19	1	-2	-9	-14	-2	-2	-6	5
O=S(=O)(c1cccs1)N1CCC(CO)(Cc2ccc(Cl)cc2)CC1	-12	0.97	-3	-4	26	-2	2	2	12
CC(C)NC(=O)Cn1c(SCC(=O)c2ccc(F)cc2)nc2ccccc21	-4	0.91	-3	-2	14	-1	9	-2	13
Cc1cc(C)c(N(C(=O)Cn2nnc3ccccc32)C(C(=O)NC(C)(C)C)c2ccsc2)c(C)c1 (stereo not drawn)	16	0.99	-2	-2	15	-5	1	9	15
CC(OC(=O)CN1C(=O)c2ccccc2C1=O)C(=O)NC1CCCCC1 (stereo not drawn)	16	0.97	1	-3	3	1	3	13	-4
O=C(O)c1cc(S(=O)(=O)N2CCCCC2)sc1Cl	15	1	-1	1	-5	-1	-1	-8	13
O=C1/C(=C/c2ccncc2)SC(=S)N1Nc1ccccc1	21	0.8	-3	-6	25	1	20	-2	27
COc1cc2c(cc1OC)C(C)N(CC(=O)Nc1ccc(S(=O)(=O)N3CCCC3)cc1)CC2 (stereo not drawn)	8	1.1	0	-3	-1	-1	-8	-24	6
O=C(O)c1ccc2cccnc2c1O	12	1	-4	4	-10	4	0	-20	-4

Sorted by the number under mIAP activ (ascending): 3 of the compounds above.
compound,mIAP activ
COc1ccc(-c2csc(NC(=S)NC(=O)c3cc4ccccc4o3)n2)cc1Br,0.87
Cc1c(C)n2c(SCC(=O)NC3CCCC3)nnc2[nH]c1=O,0.97
Cc1cc(C)c(N(C(=O)Cn2nnc3ccccc32)C(C(=O)NC(C)(C)C)c2ccsc2)c(C)c1 (stereo not drawn),0.99

Continuation.
SMILES	NALP3 yeast inh	mIAP activ	MIN6 prolif	APOBEC3G inh	TIM10 inh	A3A deaminase	mIAP block	hIAP inh	tim10-1 inh
CC(=O)Nc1ccccc1/C=C/c1ccc2c(C)ccc(O)c2n1	25	0.92	0	-5	2	4	8	-7	26
CCOC(=O)C1CCN(C(=O)CNC(=O)c2nn(-c3ccc(OC)c(OC)c3)c(=O)c3ccccc23)CC1	8	0.94	0	-10	9	-2	6	12	-11
c1ccc(-n2cnnc2SCc2cn3cccnc3n2)cc1	10	1.1	1	1	12	4	-6	-6	-3
COc1ccc(NC(=O)CCc2nnc3ccc(N4CCC(C)CC4)nn23)cc1	11	1	-1	0	-2	-2	-4	17	10
FC(F)(F)c1nc2ccccc2c2nc3ccccc3n12	-14	1	-2	-7	12	-1	-1	-15	41*
Cc1ccc(-n2nc(-c3ccco3)cc2C(=O)O)cc1	7	0.89	0	47	8	86	11	5	6
Cc1cc(=O)n2c3ccccc3n(CC(O)CN3CCOCC3)c2c1C#N (stereo not drawn)	0	1	1	-9	-8	8	-2	-15	6
Cc1[nH]c2ccccc2c1/C=N/NC(=O)Cc1cccs1	2	1.1	3	-1	-1	3	-6	-9	12
O=C(C[C@@H]1C/C=C/CC[C@@H](Cc2ccc(F)cc2)C(=O)OC[C@H](Cc2ccccc2)NC1=O)N[C@H](CO)Cc1ccccc1	14	1.1	-5	-6	3	0	-8	2	8
O=C(COc1cc2oc(=O)c3c(c2cc1Cl)CCC3)Nc1cccnc1	9	0.97	0	2	1	2	3	13	0
CC1Cc2ccccc2N1C(=O)CSc1nn2c(=O)c(C(C)(C)C)nnc2s1 (stereo not drawn)	-1	1	-5	-17	9	-8	-2	-4	16
Oc1c(C(c2ccc(F)cc2)N2CCc3ccccc3C2)sc2ncnn12 (stereo not drawn)	7	0.93	2	-4	-13	0	7	10	-2
CCOc1ccc(CCNC(=O)C2CCN(S(=O)(=O)CC)CC2)cc1OCC	7	1	-1	2	1	6	-1	-13	-9
Cc1cccc(NC(=O)COc2coc(CN3CCc4ccccc4C3)cc2=O)c1	13	0.99	-2	-5	10	-1	0	-8	29
CCCC(=O)Nc1c(C(=O)OCC)oc2ccccc12	11	1.1	1	0	4	3	-12	-16	9
CC(=O)Nc1ccccc1NC(=O)C/C(C)=N/NC(=O)c1ccccn1	3	0.97	0	-7	14	2	3	-18	9
CC(C(=O)NCCCc1ccccc1)n1cccc1C(=O)c1ccccc1 (stereo not drawn)	25	0.86	-4	4	25	3	14	-5	27
CCc1c(C(=O)NNC(=S)Nc2ccc(S(=O)(=O)Nc3ncccn3)cc2)csc1C	3	0.7	0	4	8	-1	30	-80	4
O=c1[nH][nH]c(C(F)(F)F)c1C=Nc1ccccc1Cl	-7	1	0	-4	1	-3	-5	-8	6
Cc1cc(S(=O)(=O)N2CCN(CC(=O)NC(C)(C#N)C3CC3)CC2)ccc1Br (stereo not drawn)	4	0.97	-2	-10	0	-4	3	4	0
O=S(=O)(Nc1ccc(Cc2ccncc2)cc1)c1ccc(Br)cc1	12	1	-4	-5	-28	-3	-2	-1	23
C=CCC1(CC=C)CCCN1C(=O)c1cc(COc2ccc(F)c(F)c2)on1	22	0.92	-7	0	7	-4	8	-7	24
COc1cc2c(cc1OC)CN(S(=O)(=O)c1cccs1)CC2	18	0.97	-1	-6	29	-6	3	-17	13
N/N=C(\c1ccccc1)C12CN3CN(CN(C3)C1)C2	1	1	-3	-1	-1	-2	-1	-24	-1
Cc1cc2cc(C(c3nnnn3Cc3ccco3)N3CCc4ccccc4C3)c(=O)[nH]c2cc1C (stereo not drawn)	-11	0.95	-7	8	13	1	5	-2	14
CCOC(=O)C1(Cc2cccc(OC)c2)CCN(Cc2cccc(OC)c2OC)CC1	19	0.99	-2	-3	3	-2	1	3	17
CN(C)CCN1C(=O)C(=O)/C(=C(/O)c2ccc(S(=O)(=O)N3CCOCC3)cc2)C1c1ccc(Br)cc1 (stereo not drawn)	10	1	-1	-5	-8	0	-1	-2	-11
CCOCCCNC(=O)CSc1nc2nc(C)c(Cc3ccccc3)c(C)n2n1	-22	1.1	-3	-5	-17	-4	-8	-12	-8
COC(=O)c1cc(COc2ccc3ccc(=O)oc3c2)c(C)o1	19	1.1	0	-2	17	-1	-12	-22	24
Cc1oc(/N=C/c2ccc(O)cc2O)c(C#N)c1C	-7	1	-3	-5	32	-4	0	-1	38
COc1ccc(CC(NC(C)=O)C(=O)NC2CCN(C(=O)C3CC3)CC2)cc1OC (stereo not drawn)	11	0.92	-3	-13	-9	-3	8	12	1
CCOC(=O)N1CCN(C(=O)c2ccc3c(=O)n(-c4ccc(OC)cc4OC)c(=S)[nH]c3c2)CC1	9	0.96	-2	1	-3	2	4	10	10
Cc1nnc2ccc(N3CCN(c4ccccn4)CC3)nn12	23	0.93	3	-7	-2	-2	7	6	14
O=C(Cn1cc(C(=O)c2ccco2)c2ccccc21)Nc1ccccc1	17	1.1	-3	-1	-6	6	-13	11	4

Screening data: PubChem BioAssay, Sanford-Burnham Center for Chemical Genomics

An unsorted share of the library. Share with any hit: about 4.6%.
